aSyn rescue – alpha-synuclein toxicity inhibition in yeast | Potency, µM (titrated, usually from 46.1 µM), for the others: top-dose growth rescue (activation), usual class: activators | Yeast expressing alpha-synuclein, growth rescue, BacTiter-Glo, 24 h | hit rate 0.14% among 370,000; note: potency is the fitted concentration of half-maximal effect; % of control where 0% means no effect; nearly all actives have a fitted effect of over 65% in size
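Rescue of yeast growth: cells expressing toxic alpha-synuclein, induced in galactose at OD600 0.02, incubated with compound 24 h at 30 C. ATP luminescence quantified growth; inhibitors of toxicity appear as activators.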
GLP1R ag – GLP-1 receptor (human) agonism | P43220 | HEK293 GLP-1R CRE-luciferase, luminescence, 4-6 h; cells express a hypersensitive GLP-1R form | Potency, µM (doses to about 45.6 µM), for inactives: top-dose activation, hits mostly activators | hit rate 0.007% among 380,000; note: potency is the fitted concentration of half-maximal effect; % of control where 0% means no effect
Target sequence (P43220 whole entry, looked up): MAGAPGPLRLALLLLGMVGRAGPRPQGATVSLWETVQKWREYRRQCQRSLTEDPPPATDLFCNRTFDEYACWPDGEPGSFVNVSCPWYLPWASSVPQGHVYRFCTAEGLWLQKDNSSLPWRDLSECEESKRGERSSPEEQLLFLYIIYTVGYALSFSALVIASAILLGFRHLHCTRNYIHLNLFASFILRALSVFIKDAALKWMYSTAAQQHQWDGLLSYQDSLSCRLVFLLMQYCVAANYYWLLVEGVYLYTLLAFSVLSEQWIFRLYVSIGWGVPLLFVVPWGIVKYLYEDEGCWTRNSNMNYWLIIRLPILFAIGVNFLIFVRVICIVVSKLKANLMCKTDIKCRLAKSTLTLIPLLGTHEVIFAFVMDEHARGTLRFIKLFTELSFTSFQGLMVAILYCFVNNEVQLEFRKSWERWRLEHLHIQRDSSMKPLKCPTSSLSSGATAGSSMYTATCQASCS
pAkt inh – blocks phosphorylation of Akt. Neuro2A IGF-stimulated pAkt S473 HTRF, 20 min; stronger effect = lower value. activity change, % for hits at 50 µM. hit rate 0.32% among 360,000; in the data active = activity change below about -80%; inconclusive = mostly about -51% to -80%; note: % is set by controls: 0 for no effect and ±100 for the full control effect
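Single-point screen (50 µM final compound) in Neuro2A cells stimulated 20 min with 6 nM IGF at 37 deg C. After lysis, Ser473-phosphorylated Akt read by HTRF (ex 330 nm, em 615/665 nm) as the 665/615 ratio.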
PTHR1 agonist – activates the human parathyroid hormone receptor PTHR1. Potency, µM (doses to about 115 µM), without a hit: at the top dose activation, usual class: activators. AID 743266. Q03431. hit rate 0.075% among 410,000. HEK293 GP2 PTHR1 cells, GloSensor cAMP luminescence, 1 h; note: potency is the fitted concentration of half-maximal effect; nearly all actives have a fitted effect of over 55% in size; some results filed as inactive show a strong effect at the top dose; inactives centre near -15; many of its hits are not listed in these tables
Target sequence (Q03431 whole entry, looked up): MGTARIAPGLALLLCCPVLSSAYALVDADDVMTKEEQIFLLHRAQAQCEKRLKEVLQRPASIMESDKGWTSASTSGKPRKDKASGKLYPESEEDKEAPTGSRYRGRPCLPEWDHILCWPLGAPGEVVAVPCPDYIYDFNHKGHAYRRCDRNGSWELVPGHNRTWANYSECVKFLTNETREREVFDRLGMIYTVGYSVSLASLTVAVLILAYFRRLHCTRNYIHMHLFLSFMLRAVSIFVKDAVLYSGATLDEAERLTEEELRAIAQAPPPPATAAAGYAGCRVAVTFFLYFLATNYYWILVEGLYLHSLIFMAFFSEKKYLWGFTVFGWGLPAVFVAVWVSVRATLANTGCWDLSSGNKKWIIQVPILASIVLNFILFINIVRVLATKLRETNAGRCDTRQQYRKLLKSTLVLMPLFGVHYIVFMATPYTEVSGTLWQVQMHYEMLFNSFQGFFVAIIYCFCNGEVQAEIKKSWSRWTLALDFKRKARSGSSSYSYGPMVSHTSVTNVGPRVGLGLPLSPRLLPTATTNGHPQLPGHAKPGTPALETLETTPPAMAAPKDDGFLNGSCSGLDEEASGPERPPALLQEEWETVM
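HEK-293-derived GP2 cells expressing PTHR1 and a GloSensor cAMP reporter, 3,000/well, plated overnight, given luciferin plus IBMX (each 0.5 mM as added) for 1 h at 37 °C, then compound for 1 h at 37 °C. Luminescence was read after 15 min at room temperature.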
Abeta yeast res – restores growth of yeast expressing A-beta42 peptide; yeast expressing A-beta42, growth rescue, OD600, 48 h; response scale: 0% DMSO, 100% iron-clioquinol control; Potency, µM (top dose mostly 46.1 µM), for the others: at the top dose growth rescue, usual class: activators; hit rate 0.063% among 410,000; note: potency is the fitted concentration of half-maximal effect; nearly all actives have a fitted effect of over 55% in size
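Yeast growth medium received pinned compounds, then yeast cells expressing toxic A-beta were added; plates incubated at 30 C for 48 hr. Growth read as absorbance at 600 nm, normalized to DMSO and equimolar FeCl3 plus clioquinol controls.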
FUS yeast rescue – rescues growth of FUS-expressing yeast. Potency, µM (top dose mostly 76.6 µM), inactives show at the highest dose growth rescue (activation), actives largely listed as activators. S. cerevisiae FUS-expressing, growth rescue, OD600, 24 h. hit rate 0.24% among 390,000;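 note: potency is the fitted concentration of half-maximal effect; plate controls were DMSO vehicle for no effect and reference control for full effect; nearly all actives have a fitted effect of over 55% in size; some results filed as inactive show a strong effect at the top dose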
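Yeast expressing FUS under galactose induction, OD 0.005 in 2% galactose medium; compounds in a dilution series, 24 h at 30C. Growth rescue by absorbance at 600 nm; CP55940 positive control, DMSO negative.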
DRD3 antagonist – blocks the human D3 dopamine receptor | hit rate 2.5% among 360,000 | D3R cells, DiscoveRx beta-arrestin luminescence, antagonist mode; stronger effect = lower value | max response, negative = inhibition, %; in the data active = max response below about -50%; inconclusive = no clear call, values can overlap the other calls; note: % is set by controls: 0 for no effect and ±100 for the full control effect; mostly tested at two doses, the higher about 12 µM
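Cells plated overnight at 1500 cells/well, then exposed to library compounds with dopamine controls for 90 minutes at 37 degrees C. DiscoveRx reagent added for 30–60 minutes at room temperature; luminescence read, quantitative HTS format.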
TDP43 rescue – inhibitors of TDP-43 toxicity in yeast | TDP-43 expressing yeast growth rescue, BacTiter-Glo, 24 h | Potency, µM (doses to about 46.1 µM), without a hit: at the highest dose growth rescue (activation), most hits filed as activators | hit rate 1.8% among 410,000 | AID 652104; note: potency is the fitted concentration of half-maximal effect; % of control where 0% means no effect; nearly all actives have a fitted effect of over 50% in size
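Growth rescue of TDP-43-toxic yeast measured as ATP luminescence (BacTiter-Glo). Cells grown to mid-log in raffinose, induced in galactose at OD600=0.02, exposed to compound 24 hr at 30 deg C.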
GLP1R inv ag – acts as inverse agonist at human GLP-1 receptor. P43220. HEK293 GLP-1R CRE-luciferase, luminescence, 24 h; GLP-1R form is constitutively active. Potency, µM (series often up to 38.3 µM), inactives show at the highest dose activity change, negative = inhibition, hits mostly inhibitors. hit rate 1.6% among 410,000. AID 624417; note: potency is the fitted concentration of half-maximal effect; % is set by controls: 0 for no effect and ±100 for the full control effect; nearly all actives have a fitted effect of over 55% in size
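Luminescence readout: a drop in cAMP-driven luciferase signal flags inverse agonism at a constitutively active GLP-1R stably expressed in HEK293. Compound exposure lasted 24 hr at 37 deg C, 5% CO2.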
* hit, by the source's call; i = inactive; ? = inconclusive; / = not tested or not shown; [ ] = remark or other dose. Unless noted, calls come from the whole dose curve; as a rule, active = well fitted curve in the direction sought with a large enough effect; inconclusive = small, poorly fitted or top-dose-only effect, or another doubt; inactive = no such curve, though single readings can be large; an effect the other way counts as inactive or inconclusive. This is a subset (hit frequency here may not be typical).

canonical_smiles,DRD3 antagonist,GLP1R inv ag,PTHR1 agonist,Abeta yeast res,aSyn rescue,TDP43 rescue,pAkt inh,GLP1R ag,FUS yeast rescue
CC(C)Oc1ccc(C(=O)Nc2nnc3n2CCS3)cc1,/,-10%,-19%,-16%,-11%,15%,/,-7%,10%
CCCCc1nc2cc(C(=O)N3CCCCC3COC)ccc2o1 (configuration not stated),16,-4%,-17%,10%,0%,28%,i,14%,/
COc1ccc(CNC(=O)c2cc(-c3cc(C)cc(C)c3O)n[nH]2)cc1,-8,?,-31%[inhibitor],20%,10%,18%,i,6%,3%
CCOC(=O)C(C)NC(=O)C(NC(=O)C1CCC(CC)CC1)C(C)C (configuration not stated),-11,-10%,i,14%,-8%,0%,i,-8%,25%
COC(=O)COc1ccc(S(=O)(=O)N2CCc3ccccc3C2)cc1C,-12,-5%,i,7%,25%,?,i,-1%,16%
COc1cccc(/C=C/C(=O)OCC(=O)N2CCCC2)c1OC,-16,13%,i,-1%,-6%,7%,i,5%,-13%
COc1ccc2nc(NC(=O)c3cccc(N4C(=O)CCC4=O)c3)sc2c1,-26,-9%,-1%,0%,-13%,4%,i,5%,1%
O=C1C(=O)N(CCO)C(c2ccccc2)/C1=C(\O)c1ccccc1 (configuration not stated),-4,16%,-3%,10%,-2%,-1%,i,0%,-13%
CCOC(=O)c1scc(-c2ccc(C)cc2)c1S(=O)(=O)Nc1ccc(F)c(F)c1,/,-5%,-25%,-15%,/,2%,/,/,0%
COc1ccc(CN(C)CC(=O)Nc2ccc(SC(F)F)cc2)cc1OC,3,?,-44%[inhibitor],-15%,-9%,3%,i,26%,17%
CCCc1cc(=O)oc2cc(C)c3c(-c4ccccc4)c(C)oc3c12,/,6%,i,-2%,/,10%,/,/,9%
COc1cc(OC)cc(C(=O)N[C@H](C(=O)OCn2nnc3ccccc3c2=O)C(C)C)c1,1,-3%[7.66 µM],-9%,12%,3%,11%,i,-1%,19%
CCOC(=O)c1ccc(NC(=O)C2=C(C)Nc3nc(SCc4ccc(Cl)cc4)nn3C2c2ccc(OC)cc2)cc1 (configuration not stated),/,-5%,?,-2%,/,-7%,/,/,-9%
Cc1ccc(/C=C/C(=O)Nc2ccc(Cl)cc2Cl)cc1,/,3%,i,-7%,/,9%,/,/,-24%
Cc1ccc(N2CCN(C(=S)c3ccc(-c4ccccc4[N+](=O)[O-])o3)CC2)cc1,2,?,i,0%,2%,-22%,i,0%,-10%
CN(CC(=O)Nc1ccccc1C(F)(F)F)C(=O)CSCc1ccccc1,-10,?,i,10%,1%,-1%,i,8%,13%
CCOC(=O)c1ccccc1NS(=O)(=O)c1ccc(N2CCCCS2(=O)=O)cc1,/,-22%,-34%,-6%,/,18%[9.22 µM],/,/,27%
CCCc1cc(C(=O)N2CCCC(C(=O)c3cccc4ccccc34)C2)n(C)n1 (configuration not stated),18,?,-20%,12%,14%,23%,i,7%,33%
CCOc1ccc(OCc2ccc(C(=O)N3CCc4ccccc4C3)o2)cc1,18,?,-3%[57.5 µM],7%,4%,?,i,30%,34%
CCCN(CC(=O)Nc1ccc(Cl)cc1Cl)C(=O)/C=C/c1ccco1,-3,58%[activator],i,-8%,12%,0%,i,11%,2%

Further compounds:
canonical_smiles,DRD3 antagonist,GLP1R inv ag,PTHR1 agonist,Abeta yeast res,aSyn rescue,TDP43 rescue,pAkt inh,GLP1R ag,FUS yeast rescue
Cc1ccc(C(=O)N/N=C/c2ccc(S(=O)(=O)O)o2)c(Cl)c1,24,10%,i,11%,6%,8%,i,-1%,-12%
CC(=O)c1cc2c(cc1NC(=O)C1CN(C(C)=O)c3ccccc3O1)OCO2 (configuration not stated),-8,11%,-4%,-3%,2%,0%,i,1%,21%
C/C(O)=C(/C#N)c1nc2ccccc2[nH]1,-6,-1%,i,-16%,-5%,10%,i,1%,-25%
COc1ccc(NCc2cccn2-c2nnc(N3CCCCC3)s2)cc1OC,/,-17%,-23%,3%,0%,25%,/,16%,21%
Cc1cc(=O)n(CC(=O)Nc2ccc(Cl)c(Cl)c2)c(-n2nc(C)cc2C)n1,/,3%,?,9%,/,13µM*,/,/,?
CSc1ccc(S(=O)(=O)NCC(=O)OC(C)C(=O)NCc2ccccc2)cc1[N+](=O)[O-] (configuration not stated),?,11%,-2%,-14%,-2%,-14%,i,3%,/
CCNc1ccc(C2(O)C(=O)c3ccccc3C2=O)cc1,8,33%[activator],i,7%,5%,-12%,i,2%,3%
COc1ccc2c(c1)[C@H]1[C@H](CO2)[C@H](c2ccccc2)[C@]2(C)C(=O)Nc3ccc(F)cc3C(=O)N12,1,-62%,-29%,-8%,-19%,19%,i,0%,-16%
COc1ccccc1NS(=O)(=O)c1cc(NC(=O)CCNC(C)=O)ccc1N1CCCCC1,-18,-11%,i,3%,?,-22%,i,13%,48%
Cc1cc(C)n(/N=C/c2cc([N+](=O)[O-])ccc2O)c(=O)c1,-67*,-15%,-27%,-69%[inhibitor],-29%,9%[9.22 µM],i,-3%,-17%
Cc1cc(O)cc2c1C(c1ccc(F)cc1)CC1(CC(C)(C)NC(=S)N1)O2 (configuration not stated),-3,?,-24%,-14%,0%,22%,i,-3%,9%
NC(=O)c1cccc(-c2coc3c(C(=O)NC4CCCCC4)cccc23)c1,0,-27%,-46%[inhibitor],-6%,7%,?,i,-6%,1%
C=CCc1c(C)nc(-c2ccccc2)nc1N/N=C/c1ccncc1,-15,?,-21%,2%,-7%,3%,i,21%,10%
O=C(Nc1ccccc1C(=O)N1CCOCC1)C1CC(=O)N(C2CCCC2)C1 (configuration not stated),10,0%,-38%[inhibitor],-6%,1%,-17%,i,0%,4%
COc1ccc(NC(=O)C2CCC(CNc3c(N4CCOCC4)c(=O)c3=O)CC2)cc1Cl (configuration not stated),-7,7%,-17%,-6%,-5%,-21%,i,11%,2%
Clc1cccc(-n2cc(-c3ccccc3)c3c(N4CCCCC4)ncnc32)c1,/,2%,i,12%,/,?,/,/,17%
Nc1c(Cl)c(Cl)nc(C(=O)OCC(=O)NCc2ccccc2)c1Cl,-6,3%,i,-15%,5%,19%,i,14%,0%
Cc1csc2nc(CNC(=O)CCC(=O)O)cn12,-10,13%,-14%,-5%,2%,2%,i,-1%,-32%
Cc1ccc(C(=O)NCc2ccc(F)cc2)cc1NC(=O)c1nsc2ccccc12,/,-8%,-11%,-6%,/,18%,/,/,33%
COc1cc(C(c2c(C)[nH][nH]c2=O)c2c(C)[nH][nH]c2=O)cc(OC)c1OC,-1,2%,i,9%,-1%,-14%,i,-3%,7%

Further records follow:
canonical_smiles,DRD3 antagonist,GLP1R inv ag,PTHR1 agonist,Abeta yeast res,aSyn rescue,TDP43 rescue,pAkt inh,GLP1R ag,FUS yeast rescue
COc1ccc(C)cc1NC(=O)CSc1nc2ccccc2nc1N1CCOCC1,/,?,-16%,-1%,/,23%,/,/,15%
COc1ccc(NC(=O)CN(C)C(=O)Cc2c[nH]c3ccccc23)cc1,-14,0%,i,8%,1%,-15%,i,-4%,/
Cc1ccc2n(n1)c(=O)c(Cc1ccccc1)c([O-])[n+]2-c1ccccc1,-14,0%,-21%,7%,7%,23%,i,5%,/
COc1ccc(OC)c(/C=N/NC(=O)CCCC(=O)Nc2cccc(Br)c2)c1,-19,4%,i,4%,-2%,1%,i,-3%,14%
CCOCCCNC(=O)C1CCCN(Cc2nc(-c3ccc(CC)cc3)oc2C)C1 (configuration not stated),/,?,-17%,-20%,/,-1%,/,/,20%
Cc1cccc2cc(CN(Cc3nnnn3C3CCCCC3)C3CCCC3)c3nnnn3c12,-65*,1%,i,-42%[inhibitor],13%,?,-116%*,-3%,7%
CCOC(=O)C1=C(C)N(C)C(=O)C1CC(=O)O (configuration not stated),-8,0%,-46%[inhibitor][57.5 µM],-9%,-7%,12%,i,3%,3%
CCOC(=O)c1sc(N2N=C(C)/C(=C\c3ccc(OCC(=O)OC)cc3)C2=O)nc1C,-70*,0%,i,8%,10%,20%,i,-7%,/
CO/N=C/NC(=O)NOCc1c(Cl)cccc1Cl,-18,26%,-7%[57.5 µM],0%,-1%,-8%,i,12%,25%
Cc1nc(C(F)(F)F)c(C(=O)N/N=C(\N)c2ccccn2)s1,-52*,?,i,-12%,4%,-17%,i,6%,-1%
COc1ccccc1NC(=O)C1CCN(S(C)(=O)=O)CC1,13,14%,-6%,13%,4%,12%,i,-1%,-18%
CCS(=O)(=O)N1CCCc2cc(C(=O)Nc3cc([N+](=O)[O-])ccc3C)ccc21,/,-14%,-42%,-7%,/,3%,/,/,44%
COc1ccnc(N=CNOCc2cccc(C(F)(F)F)c2)c1C#N,4,-6%,-12%,16%,0%,5%,i,30%,-18%
Cc1ccc(N=c2sc(C)c(C)n2C)cc1,-3,-21%,-9%,7%,-1%,-7%,i,0%,-5%
Cc1cccc(C(=O)Nc2cc(=O)n(C)c(=O)n2C)c1,-20,5%,-17%,-9%,0%,-3%,i,-2%,-3%
CC(=O)n1c2ccccc2c2ccccc21,29,-2%,i,20%,4%,-4%,/,5%,7%
O=C(CN1C(=O)NC2(CCCCCCC2)C1=O)Nc1ccc(Cl)cc1,-14,?,-20%,5%,3%,6%,i,-2%,5%
COc1cc(/C=C2\SC(N)=NC2=O)ccc1O,-25,?,?,-11%,-4%,-16%,i,-8%,8%
O=C(NCCc1ccc(F)cc1)c1ccncc1,1,19%,?,-5%,-2%,-15%,i,-1%,5%
CCOc1ccccc1NC(=O)C(Cc1ccccc1)NS(=O)(=O)c1ccc2c(c1)oc(=O)n2C (configuration not stated),/,10%,i,-3%,/,17%,/,/,-2%
Cc1cccc(Cn2c(=O)n(CCc3ccccc3)c(=O)c3c(C)c(C)sc32)c1,/,8%,i,-20%,/,11%,/,/,-6%

Compound activity as filed in PubChem.
